Screens (PubChem BioAssay)
HTT ATP protect – qHTS Multiplex Assay to Identify Dual Action Probes in a Cell Model of Huntington: Cytoprotection (ATP); PC12 HTT-Q103 induced, cytoprotection, ATP luminescence, 40 h; Potency, µM (top dose mostly 56.4 µM), inactives show cytoprotection (ATP increase), most hits filed as activators; 230,000 compounds, 0.14% hits;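 note: % of control where 0% means no effect; nearly all actives have a fitted effect of over 45% in size; toxic huntingtin expression switched on by the ecdysone agonist tebufenozide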
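Compounds added alongside 100 nM tebufenozide, which induces toxic Q103 huntingtin exon 1-GFP in stable PC12 cells; surviving cells quantified by luminescent ATP measurement. Medium: phenol red-free DMEM, 5% equine and 5% calf serum.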
SMN2 splice enh – qHTS Assay for Enhancers of SMN2 Splice Variant Expression. Potency, µM (highest dose often 46.1 µM), inactives show at the highest dose activity change, positive = activation, most hits filed as activators. HEK293 SMN2-luciferase splicing reporter, luminescence, 30-36 h. 210,000 compounds, 2.8% hits; note: % of control where 0% means no effect; nearly all actives have a fitted effect of over 55% in size
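HEK293 cells carry an SMN2 […]–luciferase reporter in which exon 7 inclusion puts luciferase in frame. Cells were plated 10-12 h before compound addition, then incubated 30-36 h at 37C. ONE-Glo luminescence was read; sodium butyrate at 4.5 mM final served as control.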
Tau FP inhib – qHTS for Inhibitors of Tau Fibril Formation, Fluorescence Polarization; K18 P301L tau heparin fibrillization, Alexa594 FP, 6 h; Potency, µM (titrated, usually from 57.7 µM), for inactives: at the top dose activity, negative = inhibition, most hits filed as inhibitors; AID 1468, 2008; 280,000 compounds, 0.39% hits; note: % is set by controls: 0 for no effect and ±100 for the full control effect; nearly all actives have a fitted effect of over 55% in size
Target sequence (P10636 561-689 P618L limits assumed): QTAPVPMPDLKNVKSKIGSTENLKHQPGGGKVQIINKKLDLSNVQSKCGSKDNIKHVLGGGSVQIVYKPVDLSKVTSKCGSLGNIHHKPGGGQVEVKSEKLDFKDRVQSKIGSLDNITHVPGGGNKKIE
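K18 P301L tau (15 uM unlabeled/0.24 uM Alexa 594-labeled, final) + compound + heparin 20 uM final; 100 mM NaOAc pH 7; 6 hr 37 C; ThT 30 uM final added, 1 hr RT; FP ex 555/em 632 nm.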
ALDH1A1 block – qHTS Assay for Inhibitors of Aldehyde Dehydrogenase 1 (ALDH1A1). Aldehyde dehydrogenase 1A1 (Homo sapiens), P00352. Purified ALDH1A1, NADH fluorescence, propionaldehyde substrate. Potency, µM (doses to about 75.3 µM), for the others: at the highest dose activity, negative = inhibition, usual class: inhibitors. 220,000 compounds, 7.3% hits. AID 1030, 2008; active = well fitted inhibition curve with a large enough effect, not every such curve was filed as active; inconclusive = small, poorly fitted or top-dose-only effect, or another doubt; inactive = no such curve, though single readings can be large or run the other way;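 note: plate controls were no enzyme wells and a reference inhibitor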
Target sequence (P00352 whole entry, looked up): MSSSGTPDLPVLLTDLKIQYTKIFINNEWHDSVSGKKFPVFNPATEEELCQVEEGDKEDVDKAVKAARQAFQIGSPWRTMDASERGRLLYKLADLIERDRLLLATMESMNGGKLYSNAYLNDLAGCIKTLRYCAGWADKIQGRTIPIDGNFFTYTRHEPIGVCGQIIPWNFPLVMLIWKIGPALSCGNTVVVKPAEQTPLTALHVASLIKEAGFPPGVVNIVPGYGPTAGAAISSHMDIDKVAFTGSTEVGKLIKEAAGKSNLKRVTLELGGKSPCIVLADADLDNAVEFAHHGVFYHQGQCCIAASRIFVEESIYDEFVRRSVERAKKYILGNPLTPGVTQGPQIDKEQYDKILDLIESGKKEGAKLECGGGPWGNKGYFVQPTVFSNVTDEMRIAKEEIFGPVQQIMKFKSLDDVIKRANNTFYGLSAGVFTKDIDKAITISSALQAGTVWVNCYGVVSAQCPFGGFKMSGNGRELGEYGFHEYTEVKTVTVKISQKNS
Tau fluor counter – Counterscreen qHTS for Inhibitors of Tau Fibril Formation, Fluorescence Polarization | 280,000 compounds, 0.93% hits | tau K18 P301L Alexa594 fluorescence, heparin fibrillization | Potency, µM (highest dose often 57.7 µM), for the others: top-dose activity change, negative = decrease; note: % is set by controls: 0 for no effect and ±100 for the full control effect; nearly all actives have a fitted effect of over 55% in size
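Human K18 P301L tau (15 uM unlabeled plus 0.24 uM Alexa 594-labeled, final) in 100 mM sodium acetate pH 7 was mixed with compound and 20 uM heparin and incubated 6 hr at 37 C.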
HttQ103 aggreg – qHTS Multiplex Assay to Identify Dual Action Probes in a Cell Model of Huntington: Aggregate Formation (GFP); Potency, µM (doses to about 46.1 µM), inactives show top-dose activity change, negative = inhibition, most hits filed as inhibitors; 220,000 compounds, 1.1% hits; PC12 HttQ103-GFP aggregates, Acumen cytometry, 40 h; note: % is set by controls: 0 for no effect and ±100 for the full control effect; nearly all actives have a fitted effect of over 60% in size
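PC12 cells stably carrying ecdysone-inducible HTT exon 1 Q103–GFP were induced with tebufenozide (100 nM final) and treated with library compounds in titration. GFP aggregates in lysates were counted by laser scanning cytometry.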
JMJD2E inh – qHTS Assay for Inhibitors of Human Jumonji Domain Containing 2E (JMJD2E); JMJD2E catalytic domain, FDH-coupled NADH fluorescence (FDH is formaldehyde dehydrogenase); AID 2147, 2009; 230,000 compounds, 1.6% hits; Potency, µM (doses to about 57.1 µM), inactives show top-dose activity change, negative = inhibition, actives largely listed as inhibitors; active = well fitted inhibition curve with a large enough effect, not every such curve was filed as active; inconclusive = small, poorly fitted or top-dose-only effect, or another doubt; inactive = no such curve, though single readings can be large or run the other way;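 note: 0% = wells with enzyme and -100% = buffer wells without enzyme; nearly all actives have a fitted effect of over 50% in size; many of its hits are not listed in these tables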
Target sequence (B2RXH2 1-337 limits assumed): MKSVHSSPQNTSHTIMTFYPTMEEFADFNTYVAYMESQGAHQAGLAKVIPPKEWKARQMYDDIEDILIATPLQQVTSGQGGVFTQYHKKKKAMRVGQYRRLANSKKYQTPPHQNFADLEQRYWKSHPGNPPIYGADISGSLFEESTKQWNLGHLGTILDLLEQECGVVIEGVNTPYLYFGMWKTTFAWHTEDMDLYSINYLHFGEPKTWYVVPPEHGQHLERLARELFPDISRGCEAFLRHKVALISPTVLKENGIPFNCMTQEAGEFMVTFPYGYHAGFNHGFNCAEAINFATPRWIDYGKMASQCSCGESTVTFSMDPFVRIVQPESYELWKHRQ
Tau ThT inhib – qHTS for Inhibitors of Tau Fibril Formation, Thioflavin T Binding; Microtubule-associated protein tau (Homo sapiens), P10636; recombinant tau K18 P301L (four-repeat tau fragment), heparin-induced fibrillization, ThT fluorescence; Potency, µM (highest dose often 57.4 µM), for the others: at the highest dose activity, negative = inhibition, hits mostly inhibitors; 270,000 compounds, 2.1% hits; note: % is set by controls: 0 for no effect and ±100 for the full control effect; nearly all actives have a fitted effect of over 55% in size
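Heparin-induced (20 uM) aggregation of recombinant human K18 P301L tau, 15 uM unlabeled with 0.24 uM labeled, pH 7 acetate buffer, 6 hr at 37 C with compound. Fibrils quantified by 30 uM ThT fluorescence after 1 hr ambient incubation.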
Active calls of the source: *; & = joins results of further samples; [ ] = another dose, or the depositor's remark. Unless noted, calls come from the whole dose curve; as a rule, active = well fitted curve in the direction sought with a large enough effect; inconclusive = small, poorly fitted or top-dose-only effect, or another doubt; inactive = no such curve, though single readings can be large; an effect the other way counts as inactive or inconclusive. Potency is the fitted concentration of half-maximal effect. This is a subset; the hit share may differ from the screen's.

CCCCOc1ccc(C(=O)N/C(=C\c2cccc([N+](=O)[O-])c2)C(=O)OCc2ccco2)cc1 was read as HTT ATP protect 10.5%[10 µM], SMN2 splice enh -5.7%, Tau FP inhib 0.0%, ALDH1A1 block -4.0%, Tau fluor counter -0.6%, HttQ103 aggreg -5.1%, JMJD2E inh 11.8% and Tau ThT inhib 4.0%.
O=c1c2ccsc2ncn1Cc1ccc(Cl)cc1 was read as HTT ATP protect -2.6%, SMN2 splice enh -14.1%, Tau FP inhib -6.1%, ALDH1A1 block -1.4%, Tau fluor counter -5.7%, HttQ103 aggreg -3.9%, JMJD2E inh 8.9% and Tau ThT inhib -1.3%.
For O=C(COC(=O)CCS(=O)(=O)c1ccc(Cl)cc1)NCCc1ccccc1 the results were HTT ATP protect -76.7%[inhibitor][10 µM], SMN2 splice enh 28.1%, Tau FP inhib -8.9%, ALDH1A1 block 3.0%, Tau fluor counter -8.9%, HttQ103 aggreg inconclusive, JMJD2E inh 3.1% and Tau ThT inhib -4.8%.
For O=C(c1ccc(Cl)cc1)c1cnc(Nc2ccccc2Cl)s1 the results were HTT ATP protect -75.4%[inhibitor], SMN2 splice enh 22.4µM*, Tau FP inhib -9.4%, ALDH1A1 block -3.0%, Tau fluor counter -21.4%, HttQ103 aggreg inconclusive, JMJD2E inh -20.3% and Tau ThT inhib -15.4%.
`CCOC(=O)CN(c1ccccc1)S(=O)(=O)c1ccc(F)cc1` gave HTT ATP protect -0.6%, SMN2 splice enh -2.9%, Tau FP inhib -7.7%, ALDH1A1 block 3.8%, Tau fluor counter -4.2%, HttQ103 aggreg -3.3%, JMJD2E inh 1.3% and Tau ThT inhib 1.6%.
For CCOc1ccc(CNC(=O)c2ccc(Sc3ccc(Cl)cc3)c(NC(C)=O)c2)cc1 the results were HTT ATP protect 21.1%[10 µM], SMN2 splice enh -60.1%[inhibitor], Tau FP inhib -5.7%&1.8%, ALDH1A1 block -13.5%, Tau fluor counter -25.7%&-15.5%, HttQ103 aggreg inconclusive, JMJD2E inh inconclusive and Tau ThT inhib -7.1%&-2.4%.
O=C(O)CSc1nc2sc3c(c2c(=O)n1-c1ccccc1)CCC3 was read as HTT ATP protect 14.1%[10 µM], Tau FP inhib -6.2%, Tau fluor counter -2.1%, HttQ103 aggreg 6.8%[9.22 µM] and JMJD2E inh inconclusive.
`COc1ccc(CNc2nc(-c3ccc(OC)c(OC)c3)cc(C(F)(F)F)n2)cc1` gave SMN2 splice enh -32.2%[inhibitor], Tau FP inhib inconclusive, Tau fluor counter inconclusive and Tau ThT inhib -10.8%.
For N#Cc1c(-c2ccccc2)cc(-c2ccccc2)nc1SCC(=O)NCC(=O)O the results were HTT ATP protect 1.1%[10 µM], Tau FP inhib 7.8%, ALDH1A1 block inconclusive, Tau fluor counter -1.9%, HttQ103 aggreg -10.7%[9.22 µM], JMJD2E inh inconclusive and Tau ThT inhib -10.6%.
Screening C#CCCCO/N=C1/C[C@@H](O)[C@@H](O)[C@@H]2[C@@H]3C(=O)N(CC)C(=O)[C@H]3CC[C@@H]12 returned HTT ATP protect 4.9%[10 µM], Tau FP inhib 0.3%[11.6 µM], ALDH1A1 block 11.9%[13.5 µM], Tau fluor counter -12.7%[11.6 µM] and Tau ThT inhib -10.0%[11.5 µM].
Screening O=C(c1cc2ccccc2o1)c1nc2c(n1O)CCCCC2 returned HTT ATP protect -91.4%[inhibitor][0.074 µM], SMN2 splice enh inconclusive, Tau FP inhib 4.6%, ALDH1A1 block -0.7%, Tau fluor counter -2.8%, HttQ103 aggreg -24.3%, JMJD2E inh -7.0% and Tau ThT inhib inconclusive.
Screening CCCCSc1nc(C)nc2c1c(=O)n(C)c(=O)n2C returned HTT ATP protect -23.6%[10 µM], SMN2 splice enh -1.4%, Tau FP inhib -3.6%, ALDH1A1 block inconclusive, Tau fluor counter 5.7%, HttQ103 aggreg -20.9%, JMJD2E inh 3.3% and Tau ThT inhib 12.4%.
Screening COC(=O)c1cccc2nc3c(C(C)O)cccc3nc12 (stereo unspecified) returned HTT ATP protect -6.5%[10 µM], Tau FP inhib -1.6%, Tau fluor counter -5.2%, HttQ103 aggreg -9.5%[9.22 µM], JMJD2E inh inconclusive and Tau ThT inhib -9.2%.
For Cc1ccc(NC(=O)c2nc[nH]c2C(=O)N2CCC(C)CC2)cc1 the results were HTT ATP protect -4.2%[10 µM], Tau FP inhib -10.3%, Tau fluor counter -10.6%, HttQ103 aggreg -7.6%[9.22 µM], JMJD2E inh -24.0% and Tau ThT inhib -1.4%.
Cc1c(C(=O)C(=O)NCCc2ccc(S(N)(=O)=O)cc2)c2ccccc2n1C was read as HTT ATP protect -3.8%[10 µM], SMN2 splice enh 14.0%, Tau FP inhib inconclusive, ALDH1A1 block 16.6%, Tau fluor counter 26.3%, HttQ103 aggreg -10.9%, JMJD2E inh -1.4% and Tau ThT inhib 14.6%.
Cc1cc2c(OCC(O)CN3CCCCC3)cccc2[nH]1 (stereo unspecified) was read as HTT ATP protect -16.8%, SMN2 splice enh -8.4%, Tau FP inhib 9.5%, ALDH1A1 block -12.7%, Tau fluor counter -6.4%, HttQ103 aggreg -14.0%, JMJD2E inh -4.4% and Tau ThT inhib -12.7%.
For Cc1ccc(CNc2oc(C)nc2C#N)cc1 the results were HTT ATP protect -25.6%, Tau FP inhib inconclusive, ALDH1A1 block 9.8%, Tau fluor counter 11.2µM*[quencher], HttQ103 aggreg -0.8%, JMJD2E inh -8.9% and Tau ThT inhib inconclusive.
CC(/C=N\NC(=O)CN1CCN(Cc2ccccc2)CC1)=C\c1ccco1 was read as HTT ATP protect 10.1%[10 µM], SMN2 splice enh -5.7%, Tau FP inhib -2.2%, ALDH1A1 block inconclusive, Tau fluor counter -3.5%, HttQ103 aggreg 2.9%, JMJD2E inh inconclusive and Tau ThT inhib -13.8%.
`O=C(OCc1nnc(-c2ccccc2)o1)c1ccc2c(c1)C(=O)N(CCc1ccccc1)C2=O` gave HTT ATP protect 20.0%[10 µM], SMN2 splice enh 27.8%, Tau FP inhib -11.5%, ALDH1A1 block 5.4%, Tau fluor counter -21.2%, HttQ103 aggreg -15.6%, JMJD2E inh 7.3% and Tau ThT inhib inconclusive.
Screening OC(c1cc(C(F)(F)F)nc2c(C(F)(F)F)cccc12)C1CCCCN1 (stereo unspecified) returned HTT ATP protect -7.9%, SMN2 splice enh -1.3%, Tau FP inhib -4.7%, ALDH1A1 block 2.5%, Tau fluor counter -16.7%, JMJD2E inh inconclusive and Tau ThT inhib 9.2%.
CC(C)N1CCN(Cc2ccc(OCc3ccccc3)cc2)CC1CCO (stereo unspecified) was read as HTT ATP protect -6.0%[10 µM], Tau FP inhib -4.6%, ALDH1A1 block 0.5%, Tau fluor counter -12.0%, HttQ103 aggreg -15.8%[9.22 µM], JMJD2E inh -1.5% and Tau ThT inhib -6.9%.
`O=c1ccc(Oc2nc(N3CCOCC3)nc(N3CCOCC3)n2)n[nH]1` gave HTT ATP protect -2.9%, SMN2 splice enh 9.6%, Tau FP inhib -1.7%, ALDH1A1 block 11.3%, Tau fluor counter 1.1%, HttQ103 aggreg -8.5%, JMJD2E inh 6.4% and Tau ThT inhib -7.2%.
`COc1ccccc1/C=C/C=N/NC(=O)CN1CCN(S(=O)(=O)c2ccc(C)cc2)CC1` gave HTT ATP protect -4.6%[10 µM], SMN2 splice enh inconclusive, Tau FP inhib -6.1%, ALDH1A1 block 4.3%, Tau fluor counter -11.6%, HttQ103 aggreg 31.0%, JMJD2E inh -1.7% and Tau ThT inhib -3.7%.
`O=C(NCc1cccnc1)c1ccc(=O)oc1` gave HTT ATP protect inconclusive, SMN2 splice enh -4.4%, Tau FP inhib -1.9%, ALDH1A1 block 2.2%, Tau fluor counter 0.4%, HttQ103 aggreg 7.5%, JMJD2E inh -4.7% and Tau ThT inhib 0.9%.
Cc1cccc(NC(=S)N2N=CCC2c2ccccc2)c1 (stereo unspecified) was read as HTT ATP protect -10.1%, SMN2 splice enh 5.4%, Tau FP inhib -8.0%, ALDH1A1 block inconclusive, Tau fluor counter -16.4%, HttQ103 aggreg 5.0%, JMJD2E inh 3.2% and Tau ThT inhib -11.9%.
For O=C(Oc1ccc([N+](=O)[O-])cc1)c1cccnc1 the results were SMN2 splice enh 2.6%, Tau FP inhib 8.1%, ALDH1A1 block 5.0%, Tau fluor counter -14.3%, HttQ103 aggreg 12.9%, JMJD2E inh -0.8% and Tau ThT inhib inconclusive.
Cc1cc(C)c[n+](-c2nc3ccccc3nc2C(=C=[N-])C#N)c1 was read as HTT ATP protect 15.7%[10 µM], SMN2 splice enh 15.9%&15.4%, Tau FP inhib 7.9%&-0.5%, ALDH1A1 block -8.2%&7.0%, Tau fluor counter 4.5%&-8.2%, HttQ103 aggreg 3.2%, JMJD2E inh inconclusive and Tau ThT inhib inconclusive.
Screening O=C1Cc2cc(S(=O)(=O)N3CCN(c4cccc(Cl)c4)CC3)ccc2N1 returned SMN2 splice enh inconclusive, Tau FP inhib -3.7%, Tau fluor counter -3.2% and Tau ThT inhib 6.2%.
For COc1c(O)cc(O)cc1O the results were HTT ATP protect 6.3%, SMN2 splice enh 5.5%, Tau FP inhib -10.0%, ALDH1A1 block 5.3%, Tau fluor counter -19.2%, JMJD2E inh -18.3% and Tau ThT inhib -11.7%.
Brc1ccc(-c2cnco2)cc1 was read as HTT ATP protect -21.7%, Tau FP inhib -4.7%, ALDH1A1 block 2.7%, Tau fluor counter -4.2%, HttQ103 aggreg -3.1%, JMJD2E inh 3.4% and Tau ThT inhib -5.3%.
`O[C@@](CCN1CCCCC1)(c1ccccc1)C1CCCCC1` gave HTT ATP protect -1.5%[40.3 µM], SMN2 splice enh -13.1%[20.6 µM], ALDH1A1 block -5.7%[20.9 µM] and JMJD2E inh 2.3%[25.5 µM].
